M1 antag = human CHRM1 antagonism | P11229 | hit rate 1.3% among 360,000 | CHO-K1 hM1, Fluo-8 calcium fluorescence, ACh EC80 antagonist | inhibition, % at 3 µM;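 active = percent inhibition above its own plate's cutoff, namely the mean of that plate's compound wells plus 3 SD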;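 also: peak over basal fluorescence ratio during 140 s after agonist addition; 0% = ACh EC80 plus DMSO and 100% = DMSO alone without agonist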
Target sequence (P11229 whole entry, looked up): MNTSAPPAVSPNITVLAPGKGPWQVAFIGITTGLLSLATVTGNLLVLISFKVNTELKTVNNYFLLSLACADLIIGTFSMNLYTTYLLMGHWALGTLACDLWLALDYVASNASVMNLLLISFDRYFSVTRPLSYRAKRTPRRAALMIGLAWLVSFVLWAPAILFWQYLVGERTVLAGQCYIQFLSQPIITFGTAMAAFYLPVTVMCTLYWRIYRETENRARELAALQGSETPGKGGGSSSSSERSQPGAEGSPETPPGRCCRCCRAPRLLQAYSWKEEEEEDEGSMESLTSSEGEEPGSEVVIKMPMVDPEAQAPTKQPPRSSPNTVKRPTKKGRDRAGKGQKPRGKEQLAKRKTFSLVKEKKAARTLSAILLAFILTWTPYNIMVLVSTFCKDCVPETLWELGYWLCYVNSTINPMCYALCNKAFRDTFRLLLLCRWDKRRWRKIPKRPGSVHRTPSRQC
M4 antag = blocks acetylcholine activation of human M4 receptor | AID 624125 | hit rate 0.73% among 360,000 | P08173 | inhibition, % at 3 µM | CHO-hM4 cells, ACh EC80, Fluo-8 calcium fluorescence;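 active = inhibition above its plate's cutoff, the mean inhibition of sample wells plus 3 SD, cut at about 27% in these data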;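 also: 0% = acetylcholine EC80 with DMSO and 100% = DMSO without agonist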
CHRM4 agonist = agonists of human muscarinic M4 receptor (CHRM4); CHO-K1 hM4/Gqi5, Fluo-8 calcium fluorescence; vehicle 0%, full acetylcholine response 100%; activation, % at 3 µM; hit rate 0.14% among 360,000;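 active = activation above the run mean over all test wells plus 3 SD, cut at about 32% in these data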;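 also: peak over basal fluorescence ratio per well then scaled between controls; 0% = DMSO wells and 100% = acetylcholine at EC100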
CHO-K1 Ca ag = counter-screen for M1 agonists: effect in parental CHO-K1 cells; activation, % at 3 µM; hit rate 0.48% among 360,000; AID 602248; Fluo-8 calcium fluorescence; scaled to maximal ATP response, vehicle zero; in the data active = activation above about 15%;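 also: untransfected CHO-K1 host cells lacking M1 receptor as counterscreen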
CHRM1 agonist = human M1 muscarinic receptor agonism; P11229; hit rate 0.33% among 360,000; activation, % at 3 µM; CHO-K1 hM1, Fluo-8 calcium fluorescence, agonist mode; 0% DMSO, 100% acetylcholine EC100;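 active = activation above the run's mean compound activation plus 3 SD, cut at about 16% in these data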;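 also: peak over basal fluorescence ratio within a 140 s kinetic read after compound addition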
CHRM1 PAM = human CHRM1 positive allosteric modulation. P11229. CHO-K1 hM1, Fluo-8 calcium fluorescence, ACh EC20; 0% = ACh EC20, 100% = maximal ACh. activation, % at 3 µM. hit rate 0.088% among 360,000. AID 588819; in the data active = activation above about 19%, passing the limit was not always enough
CHO parental Ca = counter-screen: ATP calcium response change in parental CHO cells. hit rate 0.63% among 330,000. AID 463079. parental CHO-K1, ATP-induced calcium, Fluo-8 fluorescence. inhibition, % at 5.6 µM;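 active = inhibition above that plate's mean sample inhibition plus 3 SD, cut at about 26% in these data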;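 also: 0% = ATP-challenged DMSO wells and 100% = DMSO wells without ATP; some compounds past the cut are filed as inactive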
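Assay system – parental CHO cells · Reagent – ATP stimulus · Detection – intracellular calcium via Fluo-8 no-wash fluorescent dye · Evaluation – percent inhibition of ATP-evoked calcium rise, normalized to controls · Controls – ATP wells versus no-ATP DMSO wells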
OXTR potentiate = potentiators of human oxytocin receptor. P30559. CHO-OTR cells, Fluo-8 calcium fluorescence, potentiator mode; 0% = oxytocin EC15, 100% = EC100. activation, % at 3 µM. hit rate 0.061% among 320,000;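 active = activation above that plate's cutoff, the mean activation of tested compounds plus 3 SD, cut at about 6.6% in these data, passing the limit was not always enough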;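 also: 100% uses oxytocin at 75 nM as the full agonist control; some results filed as inactive read as strong as hits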
Target sequence (P30559 whole entry, looked up): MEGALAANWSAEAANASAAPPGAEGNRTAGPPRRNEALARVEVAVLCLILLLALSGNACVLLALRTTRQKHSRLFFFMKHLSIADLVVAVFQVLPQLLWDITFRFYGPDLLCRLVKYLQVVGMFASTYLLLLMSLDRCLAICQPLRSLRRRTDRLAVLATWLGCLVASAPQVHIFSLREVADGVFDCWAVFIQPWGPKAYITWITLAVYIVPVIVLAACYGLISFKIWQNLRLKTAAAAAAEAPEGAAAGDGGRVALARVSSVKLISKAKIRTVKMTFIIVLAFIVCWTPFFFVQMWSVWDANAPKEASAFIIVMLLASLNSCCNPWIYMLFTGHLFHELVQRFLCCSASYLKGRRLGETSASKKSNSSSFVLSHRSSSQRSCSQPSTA
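Dosing: Single dose, 3.0 µM nominal final compound concentration | Material: Human OTR in CHO cells | Technique: Kinetic Fluo-8 calcium fluorescence | Benchmarks: EC15 oxytocin alone as 0%, 75 nM oxytocin as 100% | Probe or stimulus: Oxytocin at about EC15, sub-maximal agonist stimulus | Incubation: Compound 6 min at room temperature before oxytocin, 100 s read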
CHO-K1 Ca antag = M1 antagonist counterscreen hit in parental CHO-K1 cells. hit rate 0.6% among 360,000. AID 602250. ATP-induced calcium, Fluo-8 fluorescence. inhibition, % at 3 µM;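 active = inhibition above a per-plate cutoff, the plate's mean sample inhibition plus 3 SD, cut at about 24% in these data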;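 also: 0% = DMSO plus EC80 ATP and 100% = DMSO alone without ATP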
An asterisk follows results filed as active; nt = not tested or not shown; & = joins results of further samples.

SMILES	M1 antag	M4 antag	CHRM4 agonist	CHO-K1 Ca ag	CHRM1 agonist	CHRM1 PAM	CHO parental Ca	OXTR potentiate	CHO-K1 Ca antag
CC(C)CC(C(=O)O)N(Cc1ccccc1)Cc1ccccc1 (stereo not drawn)	13	-2	-1	-0.3	-4	-8	-1	-9	21
O=C(NCCCN1CCCC1=O)C1CCN(S(=O)(=O)c2cc(C(F)(F)F)ccc2Cl)CC1	-1	7	2	0.7	-2	2	-11	-5	-7
COc1ccc(NC(=S)N2CCC(NC(=O)C3CCCCC3)CC2)cc1	-1	3	2	0.4	-3	4	-6	-5	10
Cc1ccc(C(=O)CSc2ncnc3ccccc23)o1	-4	-1	6	1.8	-9	9	-13	-6	-8
CC1CCN(Cc2cnc(Cl)s2)CC1	7	-2	1	1.1	-1	-11	0	0	6
Cc1ccc2nc(NC(=O)C3=NN(c4ccccc4)C(=O)CC3)sc2c1	-1	-8	4	0.9	-9	4	-18	-4	0
COc1ccc(NC(=O)Nc2ccccc2SC)c(OC)c1	2	-14	2	0.1	-5	1	-10	-6	-9
Cc1ccc(N2CC(NC(=O)N3CCN(C(=O)c4ccco4)CC3)CC2=O)cc1 (stereo not drawn)	-11	-4	1	1.7	-1	10	3	-3	2
CCOc1ncccc1C(=O)OC(C)C(=O)Nc1ccc(CC)cc1 (stereo not drawn)	-6	3	-1	0.5	-6	4	-2	6	-15
CCCCc1c(O)nc(SC2CC(=O)N(c3ccc(C(=O)OCC)cc3)C2=O)[nH]c1=O (stereo not drawn)	-3	5	0	0.0	-2	3	-22	7	0
O=c1oc2ccccc2c(NC2CCCCC2)c1NS(=O)(=O)c1ccc(Cl)cc1	7	1	8	0.6	-5	-7	-28	-9	-3
CS(=O)(=O)c1ccc(NC(=O)c2ccc3c(c2)S(=O)(=O)N=C2CCCCCN23)cc1	-10	-10	0	-0.1	-5	8	-3	-1	3
COC(=O)CCCC1=CC2=C(c3ccccc3)C(=O)C(C)(OC(=O)C3CCCC3)C(=O)C2=CN1Cc1ccco1 (stereo not drawn)	1	-1	4	0.3	-6	9	-18	-6	-5
COc1ccc(NC(=O)CN2CCC(C(N)=O)(N3CCCCC3)CC2)c(OC)c1	-8	-2	0	0.5	-5	9	-11	4	-16
COc1ccccc1CNc1nc(NCc2cnc(C)cn2)c2sccc2n1	0	-7	6	2.9	-6	-9	nt	nt	1
O=c1c2oc3ccccc3c2ncn1Cc1ccc(F)cc1	32	-8	6	1.2	-1	-10	-13	-6	12
O[C@@H]1C[C@H](c2ccc(Cl)cc2)N(CC2CCCCC2)C[C@H]1n1cc(C2CC2)nn1	-16	-9	0	0.6	-1	9	nt	nt	-6
O=C1c2ccccc2C(=O)N1N(c1ccccc1)c1ccccc1	-17	-1	-1	-0.1	-8	3	nt	nt	-3
COc1ccc(C2C(C(C)=O)=C(O)C(=O)N2c2cccnc2)c(OC)c1 (stereo not drawn)	-11	2	0	0.2	-5	15	0	-1	-1
Cc1nnc(SCC2=C(C(=O)O)N3C(=O)[C@@H](NC(=O)Cn4cnnn4)[C@H]3SC2)s1	-27&-2	9&-1	-1&0	0.3&0.4	-2&-4	4&0	5&0	-7&0	2&7

An excerpt from above, reduced to CHO-K1 Ca ag, CHO-K1 Ca antag and CHRM1 PAM.
SMILES | CHO-K1 Ca ag | CHO-K1 Ca antag | CHRM1 PAM
COC(=O)CCCC1=CC2=C(c3ccccc3)C(=O)C(C)(OC(=O)C3CCCC3)C(=O)C2=CN1Cc1ccco1 (stereo not drawn) | 0.3 | -5 | 9
COc1ccc(NC(=O)CN2CCC(C(N)=O)(N3CCCCC3)CC2)c(OC)c1 | 0.5 | -16 | 9

Later entries.
SMILES	M1 antag	M4 antag	CHRM4 agonist	CHO-K1 Ca ag	CHRM1 agonist	CHRM1 PAM	CHO parental Ca	OXTR potentiate	CHO-K1 Ca antag
Cc1ccc(OCCCCn2c(CO)nc3ccccc32)cc1	9	2	7	4.4	1	3	-14	-14	-11
COCCNC(=O)C1(C)CCCN(C(=O)c2ccc3c(c2)OCO3)C1 (stereo not drawn)	-17	-20	2	0.5	-1	11	nt	nt	-17
COc1ccc(S(=O)(=O)N2CCCCCC2)cc1C(=O)Nc1ccc(C(=O)N(C)C)cc1	2	-5	3	0.1	-4	6	nt	nt	6
COc1ccc(CN2CCC(C(=O)c3cccc(Cl)c3)CC2)cc1	-9	-11	1	0.6	-8	4	-17	3	-8
Cc1ccc(C(=O)N2CCC(C(N)=O)CC2)cc1C	-3	0	0	-0.3	-1	6	4	1	4
CCOC(=O)N1CCC(N(CCOC)C(=O)Nc2ccc(Cl)cc2)CC1	3	10	2	6.5	-7	0	-5	-14	-2
O=C(NCc1ccccc1Cl)/C(=C\c1cccnc1)NC(=O)c1ccccc1	0	-6	1	0.9	-6	-1	-21	-12	-7
Cc1cc(C)n(-c2nnc(C)n2/N=C/c2ccc(O)cc2)n1	-6	1	1	0.5	-10	11	-4	-4	1
O=C(Nc1ccncc1)c1cccc(F)c1	-20	6	1	0.7	-1	7	4	-14	-13
CCc1cccc(NC(=O)CN(C)S(=O)(=O)c2cccs2)c1	-1	2	6	3.3	-7	6	-2	-5	-6
COc1ccc(-n2nc3c(N4CCC(C(=O)N5CCCCCC5)CC4)nnc(C)c3c2C)cc1	21	13	0	-0.9	-6	-14	-21	-3	-1
O=C(O)Cn1ncc2c1-c1ccoc1CC2	-15	-27	1	0.4	0	3	10	-1	-17
CCCCOc1ccccc1C1C(C(=O)OC)=C(C)N(C)C(C)=C1C(=O)OC	-2	4	4	2.3	5	1	-24	-6	-4
COCCOC(=O)C1=C(C)N=C2SCCC(=O)N2C1c1cccc(Br)c1 (stereo not drawn)	-6	0	1	0.8	-4	9	-4	1	-13
CCCCCOP(=O)(OCCCCC)C1(NS(=O)(=O)c2ccccc2)C=CC(=O)c2ccccc21 (stereo not drawn)	6	18	-1	0.4	-3	-4	-3	-6	-7
CCc1ccccc1NC(=O)CN1CCN(C(=O)C2CCN(C(=O)/C=C/c3ccccc3)CC2)CC1	-7	-5	3	0.7	-6	12	-30	-3	-1
O=C(c1cc2ccccc2c(=O)o1)N1CCCCCC1	-2	-5	2	1.1	-5	-5	7	-5	-11
Cc1nn(Cc2ccccc2)c(C)c1C(=O)N1CCN(CC(=O)Nc2ccccc2Cl)CC1	27	11	8	2.0	-1	-15	-17	2	24*
Cc1cc(C)c(NC(=S)N(CCc2ccncc2)C(C)C)c(C)c1	-15	-2	0	1.1	-3	6	7	-6	-13
CC(O)C(C(=O)OCc1ccc([N+](=O)[O-])cc1)N1C(=O)c2ccccc2C1=O (stereo not drawn)	7	-11	4	2.9	-6	-8	-4	3	-5
CC(C)(C)NC(=O)C1CCN(S(=O)(=O)c2ccc(Br)cc2)CC1	-7	2	1	0.3	-2	14	-3	-6	-4
Cc1ccccc1Cn1c(CN2CCc3ccccc3C2)nc2c1c(=O)n(C)c(=O)n2C	-7	-4	-2	0.2	-9	5	3	-6	-16
COc1ccc(NC(=O)CC(C)C)c(OC)c1	-4	2	0	0.1	-4	-1	-18	-4	8
CCOC(=O)C1=C(C)Nc2nc(C)nn2C1c1ccc(OCC)c(OC)c1 (stereo not drawn)	-11	-12	0	0.2	-2	1	-11	0	5
Nc1nc(N)c2c(ccc3c2ccn3Cc2cccc([N+](=O)[O-])c2)n1	43*	12	2	0.8	-13	-31	nt	nt	2
COc1ccc(N2CC(O)=C(c3n(C)c4ccccc4[n+]3C)C2=N)cc1	-18	-1	0	0.1	-9	4	-10	3	-7
CCOC(=O)c1c(NC(=O)C(=O)N/N=C/c2ccc(O)c(OC)c2)sc2c1CCCCC2	3	7	8	3.4	0	4	-23	-8	16
C[N+]1(CCN2C(=O)C3CC=C(Cl)CC3C2=O)CCOCC1 (stereo not drawn)	-10	1	0	1.9	-5	-5	-1	-4	-5
O=C1CC(=O)Nc2cc(S(=O)(=O)Nc3ccc(Cl)c(C(F)(F)F)c3)ccc2N1	-8	-3	3	0.0	-1	5	-14	-2	-19
Cc1ccc(C(=O)NNC(=O)CSc2nnc3ccccn23)cc1	13	-4	1	6.5	2	-6	-6	-7	10
COc1ccc(Cc2ccccc2C(=O)O)cc1	17	3	1	-0.3	0	-7	nt	nt	9
C(=C\c1nc(-c2ccccc2)no1)/c1ccccc1	5	0	1	-0.1	-6	3	-2	-6	-9
CSCCC(NC(=O)c1ccco1)C(=O)N1CCN(c2ccccc2O)CC1 (stereo not drawn)	2	6	2	-0.1	-3	-1	-2	-8	-6
O=C(Nc1cccc(-c2cccc(F)c2)c1)C1CCN(Cc2ccco2)CC1	-12	1	7	3.2	-4	3	nt	nt	5
C=CCNC(=O)c1onc(CSc2ccc(Cl)cc2)c1C(=O)O	10	5	1	-0.3	-2	-1	-7	3	-14
O=c1ccc(-c2nc3ccccc3n2Cc2ccc(Cl)cc2)c[nH]1	-5	1	5	3.5	-7	3	-13	-10	-5
CCOc1[nH]n(-c2ccccc2)c(=O)c1C=NCC(=O)OC	-8	-3	1	0.5	-5	9	-11	0	-10
NCCc1nnc(SCC(=O)Nc2ccc(Br)cc2)o1	-3	2	1	1.4	-3	4	-7	-4	7
COc1ccc(NC(=O)c2cc3c(Cl)nc4ccccc4c3s2)cc1OC	-6	14	4	1.6	-3	8	-2	0	-13
COc1ccc(OC)c2[nH]c(=O)c(CCNS(=O)(=O)c3ccc(F)cc3)cc12	-5	-15	1	2.9	-8	4	-13	-5	-8
O=C(CNC(=O)c1ccco1)OCc1c(F)cccc1Cl	-9	3	2	1.3	6	8	-5	-3	-2
COc1cccc(C(=O)Nc2ccc(S(=O)(=O)N3CCCCC3)cc2)c1OC	-4	-7	9	5.1	-4	-3	-10	-11	-16
c1cn(CC2(Cn3ccnc3)COC2)cn1	2	3	0	-0.4	-1	4	-7	-3	16
CCCCn1nnnc1C(c1ccccc1)N1CCN(c2ccccc2OC)CC1 (stereo not drawn)	nt	0	-1	1.0	nt	nt	nt	nt	1
CN(Cc1ccccc1C(F)(F)F)C(=O)C1CCC(=O)N(CC2CCCCC2)C1 (stereo not drawn)	-9	-4	2	1.8	-1	5	nt	nt	-15
Cc1cccc(C(=O)NCC(=O)N2CC(=O)Nc3ccccc32)c1	0	-5	0	0.6	-1	1	0	-8	-10
Nc1nonc1-n1nnc(C(=O)N/N=C/c2ccc3c(c2)OCO3)c1-c1ccccc1	-5	-2	7	6.8	15	9	-22	-10	-6
COc1cc(/C=N/Nc2nc(Nc3ccccc3)nc(-n3nc(C)cc3C)n2)cc(OC)c1OC	26*	8	8	4.7	-5	-18	-27	-8	6
CN(c1ccccc1C(=O)NC1CC2CCC1C2)S(=O)(=O)c1ccccc1 (stereo not drawn)	1	6	0	-0.1	-4	18	-10	-2	-3
Cc1ccc(/C([O-])=C(/C(=S)Nc2ccc(SC(F)F)cc2)[n+]2ccccc2)cc1[N+](=O)[O-]	0	8	3	2.5	-6	-1	-5	-13	-9
CC(NC(=O)c1cccc(N(C)C)c1)c1ccc(-n2ccnc2)cc1 (stereo not drawn)	-12	-6	1	0.5	-1	16	-4	-8	-5
O=C(O)CC1NC(=S)N(Cc2ccccc2)C1=O (stereo not drawn)	-9	0	1	0.8	-3	5	nt	nt	-3

High-throughput results: PubChem BioAssay, The Scripps Research Institute Molecular Screening Center

No enrichment for hits (roughly 2.9% active in at least one column).
